CAL PDZ FP-1: untagged CAL PDZ binding inhibitors, primary screen, biochemical, fluorescence polarization, HTS; Golgi-associated PDZ and coiled-coil motif-containing protein (Homo sapiens), Q9HD26; purified CAL PDZ, TMR-peptide fluorescence polarization, 1 h; inhibition, % at 24.9 µM; hit rate 0.92% among 300,000; AID 602252, 2012;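 active = mean inhibition of at least 30% with at least half of replicates also reaching 30%; inconclusive = no clear call, values can overlap the other calls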;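 also: 0% = DMSO neutral control and 100% = excess unlabeled competitor peptide PRC23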
CAL PDZ FP-2: CAL PDZ peptide-binding inhibitors, primary screen, biochemical, fluorescence polarization, Cer-tagged CAL PDZ, HTS; hit rate 0.02% among 330,000; Golgi-associated PDZ and coiled-coil motif-containing protein (Homo sapiens), Q9HD26; inhibition, % at 20 µM; purified CAL PDZ, TMR-peptide fluorescence polarization, 1 h; AID 504414, 2011;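 active = highest replicate inhibition of at least 40%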;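 also: plate controls were DMSO neutral control wells for no effect and unlabeled competitor peptide control wells for full effect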
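Material: tagged CAL PDZ domain; buffer or medium: 25 mM sodium phosphate pH 7.4, 150 mM NaCl, TCEP, IgG, Thesit; compound dosing: single point, 20 µM; schedule: 1 h incubation at room temperature before polarization reading; measured by: FP readout, S and P plane fluorescence; read-out basis: percent inhibition from loss of millipolarization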
Rtt109 Vps75: inhibitors of C. albicans Rtt109/Vps75 HAT, primary screen, biochemical, ThioGlo CoA-SH fluorescence, plate reader; Histone acetyltransferase RTT109 (Candida albicans (strain SC5314 / ATCC MYA-2876)), …; purified Rtt109/Vps75, 4 h; inhibition, % at 34.9 µM; hit rate 0.16% among 330,000;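 active = inhibition of at least 50% in every replicate; inconclusive = best replicate reaches 50% inhibition but some replicates fall short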
Target sequence (Q5AAJ8 whole entry, looked up): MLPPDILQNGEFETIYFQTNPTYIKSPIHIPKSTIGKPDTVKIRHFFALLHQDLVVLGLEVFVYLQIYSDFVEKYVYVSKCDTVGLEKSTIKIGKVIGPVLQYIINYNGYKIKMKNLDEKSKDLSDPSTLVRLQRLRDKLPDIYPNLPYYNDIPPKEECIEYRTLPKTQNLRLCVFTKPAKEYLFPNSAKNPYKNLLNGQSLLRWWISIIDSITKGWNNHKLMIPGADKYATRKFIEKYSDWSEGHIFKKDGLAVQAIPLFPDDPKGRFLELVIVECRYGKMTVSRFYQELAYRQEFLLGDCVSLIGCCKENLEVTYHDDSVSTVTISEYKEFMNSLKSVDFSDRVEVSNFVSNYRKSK
CDK5 inh: inhibitors of human CDK5/p35 kinase, primary screen, biochemical, single concentration | Recombinant CDK5/p35, ADP-Glo luminescence, 60 min | inhibition, % at 10 µM | hit rate 0.01% among 330,000 | Cyclin-dependent kinase 5 (Homo sapiens) + Cyclin-dependent kinase 5 activator 1 (Homo …;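 active = highest replicate inhibition of at least 50% and at least 75% of replicates reaching 50%; inconclusive = only one of the two criteria met; inactive = both criteria failed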;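 also: plate controls were DMSO neutral control for no effect and GW8510 at 10 µM for full effect; many of its hits are not listed in these tables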
V-ATPase pH: regulators of yeast V-ATPase proton pumping, primary screen, pHLuorin cytosolic pH fluorescence. S. cerevisiae. response, % at 10 µM. hit rate 0.37% among 350,000; in the data active = response mostly above about 7.3%, no sharp cut-off; inactive = mostly below about 5.4%; also: actives read high; inactives centre near 0; some compounds called inactive have numbers as strong as hits; reference of the scale not given here
Tat transport: E. coli Tat export inhibitors, primary screen, MC4100, TorA-mCherry reporter, fluorescence, single point | inhibition, % at 10 µM | hit rate 0.036% among 340,000;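 active = mean replicate inhibition at least 50% and at least half of replicates individually reaching 50%; inconclusive = only one of the two criteria met; inactive = neither criterion met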;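 also: exported cargo escapes ClpAP degradation while cytoplasmic cargo is degraded and loses fluorescence; 0% = median of neutral control wells and 100% = median of NaSCN control wells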
Wnt act: Wnt/beta-catenin pathway activators, primary screen, cell-based, plate reader, single point; Wnt/beta-catenin reporter cell assay, activator; activation, % at 9.35 µM; hit rate 1.2% among 300,000; in the data active = activation above about 30%, passing the limit was not always enough; inconclusive = no clear call, values can overlap the other calls;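 also: 0% = neutral control wells and 100% = positive control wells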
dFosB act: activators of delta FosB homodimer, primary screen, biochemical, fluorescence polarization, TAMRA-CDK5 oligo, single point; AID 493131, 2011; activation, % at 25 µM; purified delta FosB; percent of positive-control signal above neutral wells; Protein FosB (Mus musculus), P13346; hit rate 0.99% among 340,000;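 active = mean activation above about 17%, with every replicate also reaching it, limit read from the data, passing the limit was not always enough; inconclusive = only one of the two conditions met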;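 also: fluorescence polarization rise as delta FosB binds a TAMRA Cdk5 AP-1 oligo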
Target sequence (P13346 whole entry, looked up): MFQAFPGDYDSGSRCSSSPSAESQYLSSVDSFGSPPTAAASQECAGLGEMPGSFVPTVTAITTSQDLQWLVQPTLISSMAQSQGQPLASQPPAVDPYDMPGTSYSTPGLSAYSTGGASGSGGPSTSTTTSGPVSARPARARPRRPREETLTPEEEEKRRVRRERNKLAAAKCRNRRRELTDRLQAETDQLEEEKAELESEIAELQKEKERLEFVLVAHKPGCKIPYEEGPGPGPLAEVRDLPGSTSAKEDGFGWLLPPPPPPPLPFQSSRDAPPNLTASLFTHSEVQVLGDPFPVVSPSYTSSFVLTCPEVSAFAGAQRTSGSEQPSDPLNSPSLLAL
MITF act: activators of MITF-driven TRPM1 promoter reporter, primary screen, cell-based, SK-MEL-5, luciferase, single point. hit rate 0.75% among 300,000. AID 588334, 2011. SK-MEL-5 TRPM1-promoter luciferase, 24 h; % of positive control, neutral wells = 0. activation, % at 12.5 µM;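 active = mean activation of at least 80% with every replicate also reaching 80%; inconclusive = mean reaches 80% but some replicate falls short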;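 also: 0% = neutral control wells and 100% = parthenolide positive control wells; values of inactives mirror those of a sister screen read the other way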
cardiac RTF act: cardiac RTF calcium sensitivity activators, primary screen, biochemical, IANBD-TnC fluorescence, EC20 calcium | Troponin I, cardiac muscle (Homo sapiens) + Troponin T, cardiac muscle (Homo sapiens) + … | IANBD-labeled TnC RTF fluorescence at EC20 calcium; 0% EC20 calcium, 100% full calcium | activation, % at 7.2 µM | hit rate 0.24% among 340,000 | AID 493008, 2010;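 active = activation above the mean over all tested compounds plus 3 SD, cut at about 30% in these data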;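 also: rise in fluorescence read as greater calcium sensitivity of cardiac thin filaments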
* marks the source's active call; other numbers are inactive results; ? = inconclusive; nt = not tested or not shown. An unsorted share of the library; 4.1% or so of the library scored in one or more.

dFosB act	CDK5 inh	Wnt act	CAL PDZ FP-1	Molecule	CAL PDZ FP-2	Rtt109 Vps75	V-ATPase pH	Tat transport	cardiac RTF act	MITF act
-4	2.0	-2	-2	COc1ccc(C(=O)N2CCN(c3cccc(Cl)c3)CC2)cc1S(=O)(=O)NC1CC1	-0.6	-8	1	-2	-2	44
4	1.0	0	nt	Cn1c2ccccc2c2ncn(Cc3ccc(F)cc3)c(=O)c21	-0.6	-1	1	-3	0	16
-6	0.0	11	-5	O=c1oc2ccccc2n1CSc1nc2ccccc2s1	0.1	14	5	5	-3	nt
-9	nt	-3	-1	Cc1cccn2c(=O)c3cc(C(=O)NCc4ccc(F)cc4)c(=N)n(CC4CCCO4)c3nc12 (stereo not given)	-2.8	-211	-5	10	0	8
-3	1.2	nt	-4	CC(c1ccccc1)N1CCn2c(nc3cc(NC(=O)c4cccs4)ccc32)C1 (stereo not given)	-2.6	-1	1	3	-18	46
-13	-0.5	4	0	CCOc1ccc(-n2c(C)cc(/C=N/NC(=O)C(N)=O)c2C)cc1	-0.8	10	-1	2	7	1
-7	0.2	1	2	C/C(=N\NC(=O)c1cc(-c2ccncc2)nc2ccccc12)c1ccc(N2CCOCC2)cc1	-2.5	-18	0	1	-9	-10
0	0.1	4	-2	Cc1ccccc1C(=O)N[C@H](C(=O)OCC(=O)NC1CC1)C(C)C	-1.1	-2	-3	5	2	0
-3	0.7	1	2	Cn1c(N)c(C(=O)CSc2ncn[nH]2)c(=O)n(C)c1=O	-1.4	5	1	-4	-4	6
-4	-0.2	nt	5	O=C(CCN1C(=O)C2C3C=CC(C3)C2C1=O)Nc1ccc2c(c1)OCO2 (stereo not given)	0.0	-16	4	-2	-1	-2
-1	-6.3	5	nt	Cc1cccc(-c2nc(C#N)c(NCC3CCCO3)o2)c1 (stereo not given)	-4.0	3	-1	-3	9	nt
-9	1.0	9	-1	O=C(NC(Nc1ncc(S(=O)(=O)c2ccc([N+](=O)[O-])cc2)s1)(C(F)(F)F)C(F)(F)F)c1ccc(Cl)cc1	0.1	-1	0	0	3	-22

Shown with the structure last: 2 of the compounds above
dFosB act	CDK5 inh	Wnt act	CAL PDZ FP-1	CAL PDZ FP-2	Rtt109 Vps75	V-ATPase pH	Tat transport	cardiac RTF act	MITF act	SMILES
-6	0.0	11	-5	0.1	14	5	5	-3	nt	O=c1oc2ccccc2n1CSc1nc2ccccc2s1
0	0.1	4	-2	-1.1	-2	-3	5	2	0	Cc1ccccc1C(=O)N[C@H](C(=O)OCC(=O)NC1CC1)C(C)C

(continued)
dFosB act	CDK5 inh	Wnt act	CAL PDZ FP-1	Molecule	CAL PDZ FP-2	Rtt109 Vps75	V-ATPase pH	Tat transport	cardiac RTF act	MITF act
-13	nt	nt	6	COCC(C)n1c(C)cc(C(=O)COC(=O)c2c(NC(C)=O)sc(C)c2C)c1C (stereo not given)	0.7	6	-5	-17	-5	5
2	1.1	-2	-2	O=C(COC(=O)c1ccc([N+](=O)[O-])o1)Nc1ccc(F)cc1	1.0	-2	-4	-24	-2	-25
0	1.2	2	-3	N=c1n(CCN2CCCCC2)c2ccccc2n1CC(=O)c1cccs1	1.6	13	2	-6	4	-6
-2	-3.9	1	3	Cc1cc(Br)c(NC(=O)COC(=O)CC2CC3CCC2C3)c(Br)c1 (stereo not given)	0.2	-4	0	4	4	-2
-9	-0.2	nt	0	O=C(OCCN1C(=O)c2cccc3c(N4CCOCC4)ccc(c23)C1=O)c1ccc(Cl)cc1Cl	-1.8	-49	6	-5	192*	-21
6	3.2	-1	-2	Cc1ccccc1NS(=O)(=O)c1ccc(-c2ccc(=O)[nH]n2)o1	-1.8	3	2	0	5	-5
-7	-1.0	6	-10	CC(C)c1nc2oc3c(=O)[nH]cnc3c2c2c1COC(C)(C)C2	2.9	-2	1	-8	-1	-2
-11	-0.6	-3	-1	COc1ccc(CNC(=O)CCc2c(C)nc3cc(-c4ccccc4OC)nn3c2C)cc1	-2.4	?	1	0	-2	-7
-8	1.7	nt	0	CCOC(=O)c1c(-c2ccc(C)o2)csc1NC(=O)CN1CCN(CC)CC1	-1.9	26	1	-1	-2	16
2	0.1	nt	-1	CCCSc1nnc2[nH]c(=O)cc(N)n12	-0.3	-19	2	-5	-3	-8
?	0.8	11	-2	COc1ccc(NC2=Nc3cccc4cccc2c34)cc1	0.5	4	0	4	-3	-2
0	1.5	-5	0	O=C(CSc1nccn1-c1ccc(F)cc1)Nc1ccc2c(c1)OCO2	-0.8	1	2	-4	-2	11
-4	nt	nt	-1	Cc1[nH]c2ccccc2c1C(=O)/C=C\c1ccccc1Cl	-3.2	12	1	-1	6	19
0	1.1	-2	nt	O=C(Cc1ccccc1)N1CCN(S(=O)(=O)c2cccc([N+](=O)[O-])c2)CC1	-0.1	5	1	-4	-1	7
-1	-5.0	-1	-1	CNC(=O)c1ccsc1NC(=O)CS(=O)(=O)c1ccc(Cl)cc1	-2.2	-1	6	-7	-3	-4
-12	-0.6	2	-6	CCc1nnc(NC(=O)CSc2ccc(-c3ccc(C)cc3)nn2)s1	-0.1	-4	-1	-10	1	43
-2	1.3	-1	2	COc1ccc(C(NC(=O)C2C3C=CC(C3)C2C(=O)O)c2ccccc2)cc1 (stereo not given)	-0.6	-3	8	-15	14	6
-6	-0.5	-1	-4	O=C(/C=C/c1ccc([N+](=O)[O-])cc1)NCCN1C(=O)S/C(=C\c2ccc(F)cc2)C1=O	14	0	-4	-7	2	-10
-3	0.5	0	-3	C#CCCCCCCC#CCN(C)C	-0.7	19	0	11	9	7
-14	-0.5	nt	-2	COc1ccc(-c2cc(-c3nnc(-c4ccncc4)o3)c3ccccc3n2)cc1	-3.3	-2	1	1	-2	7
-4	-0.4	-6	3	CC(=O)OCc1cc2cccc(C)c2[nH]c1=O	-1.7	1	1	0	-5	-6
-12	0.5	-6	-3	COc1ccc(C(=O)NCC(=O)OCC(=O)c2c(C)[nH]c3ccccc23)cc1OC	0.0	-6	-4	1	-5	-11
-5	-9.0	6	-3	CC(C(=O)N1CCCCC1)N1CCN(S(=O)(=O)c2ccc(Cl)cc2)CC1 (stereo not given)	-1.0	-2	-2	-7	2	-4
1	-0.1	-1	-6	Cc1ccc(NS(=O)(=O)c2ccc(C(=O)N3CCOCC3)cc2)cc1	-4.8	-3	3	8	4	-13
-10	-0.2	nt	-1	O=S1(=O)CC(NCc2ccccc2)C(Nc2ccc(Cl)cc2)C1 (stereo not given)	-1.2	11	7	-1	1	0
6	0.2	-2	-2	O=C(Cn1nnc(-c2ccc(Cl)cc2)n1)NCc1ccco1	-2.4	9	-3	-4	-9	-14
-8	0.4	-4	0	O=C(CC1C(=O)NCCN1Cc1ccc(-c2ccccc2)cc1)NCC1CC1 (stereo not given)	-1.6	10	-6	20	0	-7
-6	-1.9	nt	-5	CCN(CC)S(=O)(=O)c1ccc(NC2c3ncccc3C(=O)N2Cc2ccccc2)cc1 (stereo not given)	-2.2	4	7	-2	-3	9
-6	-1.0	nt	-2	COc1ccc(CC(=O)NC(C)c2nnc(SCC(=O)c3ccc(Br)cc3)n2C)cc1 (stereo not given)	-3.3	-5	-1	2	-4	-7
13	-0.1	0	-5	Cc1cc(Cl)ccc1OCCCC(=O)OCC(N)=O	16	4	-4	-14	-5	5
-18	-2.0	3	-2	CN(C)c1cccc(C(=O)N(Cc2ccccc2)Cc2ccccc2)c1	nt	-2	-4	4	3	-3
-2	-0.7	nt	-2	CCOC(=O)c1ccc(NC(=O)CSc2nnc(CNC(=O)c3ccccc3F)o2)cc1	nt	8	1	-5	5	-15
5	0.1	-10	-1	O=C1C=Cc2cccc3ccc(O)c1c23	0.0	-2	3	-5	1	-6
-5	1.3	3	1	CCOC(=O)C1CCCN(Cc2ccc(OCc3ccccc3)cc2)C1 (stereo not given)	1.7	11	0	-7	2	nt
-8	-1.4	-1	-4	Cc1cccc(OCC(=O)Nc2ccc(CN3CCOCC3)cc2)c1C	-3.0	-10	2	-4	-2	3
1	0.8	-3	nt	CC1CN(C2CCCCC2)C(=S)NC1=O (stereo not given)	-0.8	-5	-3	1	2	-9
-4	-1.2	nt	0	CC(=O)c1cccc(-n2c(CCC(=O)O)ccc2-c2cccs2)c1	0.6	-6	4	-2	-1	-4
4	-0.7	0	0	O=[N+]([O-])c1c(Nc2ccc(Br)cc2)ccc2nonc12	-1.4	-3	-3	4	-5	1
-3	-1.0	-1	-3	COc1cc(C(=O)N2CCN(c3ccccc3OC)CC2)c([N+](=O)[O-])cc1OC	-3.1	-5	3	-4	5	12
3	0.0	-1	-2	O=C(CN1C(=O)COc2ccc(Cl)cc21)N1CCc2ccccc21	-0.4	-3	-2	-5	2	3
1	1.4	-3	-3	CCOC(=O)Nc1ccc(S(=O)(=O)Nc2cc(C)on2)cc1	-0.1	2	-1	4	2	nt
0	-0.7	13	-1	CC(c1ccccc1)N1C(=O)NC(NC(=O)c2cccnc2)(C(F)(F)F)C1=O (stereo not given)	0.0	0	-1	0	7	nt
-26	0.9	nt	-5	CCOC(=O)C1CCCN(c2nc(C)nc3c2oc2ccccc23)C1 (stereo not given)	nt	11	-4	5	1	-14
1	-0.2	1	0	CCOC(=O)C1CCN(S(=O)(=O)c2ccc3c(c2)CC(=O)N3)CC1	0.0	-4	-2	-11	4	nt
-8	0.2	14	2	Cc1cc2ccccn2c1C(=O)c1ccc(N/N=C/c2ccc(C(=O)O)cc2)c([N+](=O)[O-])c1	-0.1	16	-3	0	-1	1
-2	-0.9	2	-2	CCOc1ccc(C(c2c(NC(=O)c3ccccc3)sc(C)c2C)N2CCN(C)CC2)cc1 (stereo not given)	-0.3	1	-1	9	1	-9
-1	0.9	0	-5	CCOc1ccc(NC(=O)CN(C)C(=O)c2cn(-c3ccc(F)cc3)nc2-c2cccc(OC)c2)cc1OCC	-3.5	8	1	0	-20	1
-20	-5.7	0	-5	NS(=O)(=O)c1cccc(NC(=O)CC23CC4CC(C2)CC(CC(=O)Nc2cccc(S(N)(=O)=O)c2)(C4)C3)c1	-2.1	nt	-1	-5	-3	-4
2	1.9	2	1	CCCCOc1ccc(C2=CSC3=NCCN23)cc1[N+](=O)[O-]	-0.6	5	-2	-6	-1	-7

Screening data from PubChem BioAssay.
